Source: PubChem BioAssay
MT1-MMP txn act: MT1-MMP promoter reporter activation – cell-based, luciferase luminescence, primary screen; HT1080 MT1-MMP promoter luciferase reporter, overnight; hits give high values; 0.16% of 86,000 active; activation factor at 10 µM;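 active means activation factor of at least 2 for MT1-MMP transcription at 10 µM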
TNFa cytotox: cytotoxicity in TNFa-stimulated HUVEC, primary screen, cytotoxicity control for VCAM1 expression modulator project, imaging, Hoechst nuclei count | 0.17% of 93,000 active | HUVEC TNFalpha-stimulated, Hoechst cell count | cell count reduction, % at 2 µM | AID 848, 2007;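 active means cell count reduction exceeding the screen mean by over 5 SD, scaled to untreated wells per plate, cut at about 78% in these data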;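 further: cells counted after 24 h of TNF alpha exposure following the 1 h pretreatment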
VCAM1 TNFa inh: inhibitors of TNFa-induced VCAM1 expression, primary screen, imaging, HUVEC, TNFa stimulus, immunofluorescence; AID 802, 2007; inhibition, % at 2 µM; HUVEC TNFa-induced VCAM-1 immunofluorescence, high-content imaging; 0.48% of 95,000 active;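 active means inhibition above the batch mean plus 3 SD, with images confirmed as a hit by eye, cut at about 37% in these data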;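 further: 0% = TNF-stimulated DMSO wells and 100% = unstimulated control wells; not every result past the cut was called active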
hDAT+cocaine: changed hDAT dopamine uptake under cocaine IC80, either direction, primary screen, cocaine antagonist project, cell-based, LLC-PK1 hDAT, [14C]-dopamine uptake, MLSMR; Sodium-dependent dopamine transporter (Homo sapiens), Q01959; LLC-PK1 hDAT cells, [14C]-dopamine uptake with cocaine IC80; actives deviate in either direction; B-score at 10 µM; 1.3% of 110,000 active; AID 449768, 2010;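 active means Z score or B-score, a plate-position-corrected score, falls beyond the plate's 99.7% confidence bounds, in either direction; inactive means both scores lie inside the 99.7% bounds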;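 further: scored against the spread of the other compound wells on the same plate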
Target sequence (Q01959 whole entry, looked up): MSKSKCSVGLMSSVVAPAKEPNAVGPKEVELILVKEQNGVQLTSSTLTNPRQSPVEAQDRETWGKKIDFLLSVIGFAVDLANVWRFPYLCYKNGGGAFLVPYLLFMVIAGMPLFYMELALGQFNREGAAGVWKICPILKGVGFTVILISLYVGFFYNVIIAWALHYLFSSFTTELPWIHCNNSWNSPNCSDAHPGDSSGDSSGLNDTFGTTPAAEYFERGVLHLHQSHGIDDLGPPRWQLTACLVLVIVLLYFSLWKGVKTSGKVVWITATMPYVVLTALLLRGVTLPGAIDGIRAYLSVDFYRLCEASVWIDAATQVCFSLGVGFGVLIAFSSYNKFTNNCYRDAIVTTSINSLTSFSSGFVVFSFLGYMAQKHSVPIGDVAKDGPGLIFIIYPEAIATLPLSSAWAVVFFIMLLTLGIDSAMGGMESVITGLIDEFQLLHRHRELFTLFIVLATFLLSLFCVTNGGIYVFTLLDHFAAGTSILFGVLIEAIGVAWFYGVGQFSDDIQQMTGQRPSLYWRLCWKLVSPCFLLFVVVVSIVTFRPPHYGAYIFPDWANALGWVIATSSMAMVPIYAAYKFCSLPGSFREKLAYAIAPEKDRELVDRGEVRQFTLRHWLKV
cytoskel mod: modifiers of F-actin cytoskeleton organization, primary screen, imaging, HUVEC, phalloidin staining, high-content imaging; AID 836, 2007; 0.18% of 91,000 active; inhibition, % at 2 µM; HUVEC TNFa F-actin phalloidin imaging;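 active means inhibition above the batch mean plus 3 SD and confirmed as a hit by visual image inspection, cut at about 30% in these data, passing the limit was not always enough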; further: strong numbers were not always called active
LYP inh 2: PTPN22 phosphatase inhibitors, primary screen, biochemical, DiFMUP fluorescence, 2 µM; Tyrosine-protein phosphatase non-receptor type 22 (Homo sapiens), Q9Y2R2; recombinant LYP catalytic domain; inhibition, % at 2 µM; 0.21% of 96,000 active; AID 640, 2007;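 active means inhibition at 2 µM at or above a set limit, the screen mean plus 3 SD, cut at about 24% in these data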;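 further: 0% = DMSO with enzyme and 100% = enzyme fully blocked by orthovanadate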
Calb biofilm kill: clotrimazole potentiators killing Candida biofilms, primary screen, with clotrimazole, Alamar Blue; AID 834, 2007; inhibition, % at 6 µM; C. albicans biofilm + clotrimazole; 0.14% of 85,000 active;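 active means inhibition above 20%; inactive means inhibition below 20%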;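 further: preformed 24 hr biofilms exposed to compound for 48 hr; 0% = biofilm without compound and 100% = blank killed by clotrimazole plus chlorhexidine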
Smad3 inh: Smad3/FoxH1 peptide binding inhibitors, primary screen, biochemical, TR-FRET; Mothers against decapentaplegic homolog 3 (Homo sapiens), P84022; TR-FRET Smad3/Dy647-FoxH1 peptide binding, europium anti-His; inhibition, % at 25 µM; 0.29% of 88,000 active; AID 630, 2007;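 active means compounds that reduce the energy-transfer binding signal between the protein and its labelled peptide by more than half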;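 further: 0% = Smad3 plus labelled peptide maximal FRET and 100% = peptide-only background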
Target sequence (P84022 whole entry, looked up): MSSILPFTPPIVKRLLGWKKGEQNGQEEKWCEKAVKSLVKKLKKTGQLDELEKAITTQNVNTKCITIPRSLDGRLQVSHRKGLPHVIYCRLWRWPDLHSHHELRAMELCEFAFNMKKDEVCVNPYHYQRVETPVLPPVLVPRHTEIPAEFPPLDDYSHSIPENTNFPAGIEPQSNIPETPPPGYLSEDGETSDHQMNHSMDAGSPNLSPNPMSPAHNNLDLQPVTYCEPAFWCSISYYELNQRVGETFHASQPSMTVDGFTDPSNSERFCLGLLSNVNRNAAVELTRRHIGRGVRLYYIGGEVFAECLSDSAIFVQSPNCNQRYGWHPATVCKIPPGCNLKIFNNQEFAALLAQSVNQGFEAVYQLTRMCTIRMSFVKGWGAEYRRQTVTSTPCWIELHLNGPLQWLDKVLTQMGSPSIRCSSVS
IL1B cytotox: cytotoxicity in IL-1B stimulated HUVEC, primary screen, cytotoxicity control for IL-1B NFkB translocation project, imaging, Hoechst nuclear count, IL-1B stimulus; 0.41% of 94,000 active; cell count reduction, % at 2 µM; HUVEC cell count loss;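 active means cell count reduction more than 3 SD above the screen-wide mean, cut at about 70% in these data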;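 further: normalized per plate to untreated control cells as the no-loss baseline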
* hit, by the source's call; x = no result given; [ ] = remark or other dose. Only part of the results is shown; rates above refer to the full screens.

SMILES | MT1-MMP txn act | TNFa cytotox | VCAM1 TNFa inh | hDAT+cocaine | cytoskel mod | LYP inh 2 | Calb biofilm kill | Smad3 inh | IL1B cytotox
COc1ccc(-c2nc(N)nc(C)c2Oc2ccccc2Br)c(O)c1 | 1 | -8 | -7 | -0.19 | -2 | 3 | -1 | -3 | 4
COCCNC(=O)CN(c1cccc(OC)c1)S(=O)(=O)c1ccc(C)cc1 | 1.1 | x | x | 1.8 | x | x | 9 | 9[fluorescence artefact?] | x
CCOC(=O)COc1cccc2c(=O)n(CC(=O)NCc3ccc4c(c3)OCO4)ccc12 | 1.2 | -28 | 32 | -0.47 | -11 | -7 | 1 | -19 | 8
O=C(Cc1cccs1)N/N=C/C(Br)=C/c1ccccc1 | x | -2 | 13 | 0.2 | -2 | 1 | x | x | -43
O=C(CSc1nnnn1C1CCCCC1)Nc1cccc(NC(=O)c2ccco2)c1 | 1.1 | x | x | 0.42 | x | x | 3 | 5 | x
COc1ccc(CC(=O)Nc2sc(Cc3ccccc3)c(C)c2C(N)=O)cc1 | x | -2 | -8 | -0.33 | -2 | 8 | x | x | x
CCOCCCNC(=O)c1cn(C)c(=O)c2cc(OC)c(OC)cc12 | 0.9 | -13 | 22 | -0.011 | -14 | 3 | 10 | 8 | 30
Cc1ccc(N2CCN(C3=NC(=O)/C(=C\c4cccs4)S3)CC2)cc1 | x | -5 | -3 | -0.3 | 24 | 16 | x | x | -6
Cc1ccc(S(=O)(=O)N/N=C\c2cccnc2)cc1 | x | -4 | 4 | 0.22 | -22 | -3 | x | x | -14
CCOC(=O)c1cnc2sccn2c1=O | 1.1 | x | x | 0.13 | x | 3 | 5 | 4 | -38
Cc1[nH]ccc(=O)c1OCc1ccc(Cl)cc1 | x | -23 | 5 | -0.47 | 30 | 0 | x | x | -15
CCNc1oc(COc2cccc(C)c2)nc1C#N | 1.5 | -27 | 11 | 1.1 | 14 | -2 | x | x | -47
COC(=O)c1nc(-c2ccc(C)cc2)oc1N(C)C | 1.4 | 38 | -9 | 0.85 | -6 | 4 | 1 | 6[fluorescence artefact?] | -3
Nc1n[nH]c(-c2ccccc2)n1 | 1.1 | -17 | 4 | -0.78 | -22 | 16 | 2 | -5 | -2
O=C(c1cccc(F)c1)N1CCN(S(=O)(=O)c2ccccc2)CC1 | 1.1 | 3 | -4 | 0.42 | -48 | -2 | 3 | 5 | 18
COCCCn1c(SCc2nc3ccccc3c(=O)[nH]2)nc2ccccc2c1=O | 1.1 | x | -8 | 1.2 | 4 | -3 | 3 | 5 | -13
Cc1cccc(-n2c(Cc3cc(=O)[nH]c(=O)[nH]3)nnc2SCC(=O)NCc2ccco2)c1 | 1.1 | -11 | 16 | x | 6 | 3 | 8 | 0 | -15
Cc1nc(C(=O)N(C)C)nn1-c1cc(Cl)ccc1Cl | x | -17 | -11 | -0.28 | -15 | 10 | x | x | -12
CCOc1ccc(N2C(=O)CC(NC3CCCCNC3=O)C2=O)cc1 (stereo unspecified) | 1.3 | -3 | -4 | -0.66 | -13 | 1 | 3 | 0 | -8
Cc1nnc(NC(=O)CSc2nc(C3CCCCC3)nc3ccccc23)s1 | x | -8 | 0 | 0.59 | -3 | -3 | x | x | -28

Reformatted with values under each structure: part of the list above.
Value order: MT1-MMP txn act | TNFa cytotox | VCAM1 TNFa inh | hDAT+cocaine | cytoskel mod | LYP inh 2 | Calb biofilm kill | Smad3 inh | IL1B cytotox
CCOC(=O)COc1cccc2c(=O)n(CC(=O)NCc3ccc4c(c3)OCO4)ccc12
    1.2 | -28 | 32 | -0.47 | -11 | -7 | 1 | -19 | 8
O=C(Cc1cccs1)N/N=C/C(Br)=C/c1ccccc1
    x | -2 | 13 | 0.2 | -2 | 1 | x | x | -43
O=C(CSc1nnnn1C1CCCCC1)Nc1cccc(NC(=O)c2ccco2)c1
    1.1 | x | x | 0.42 | x | x | 3 | 5 | x
COc1ccc(CC(=O)Nc2sc(Cc3ccccc3)c(C)c2C(N)=O)cc1
    x | -2 | -8 | -0.33 | -2 | 8 | x | x | x
CCOCCCNC(=O)c1cn(C)c(=O)c2cc(OC)c(OC)cc12
    0.9 | -13 | 22 | -0.011 | -14 | 3 | 10 | 8 | 30

The results go on:
SMILES | MT1-MMP txn act | TNFa cytotox | VCAM1 TNFa inh | hDAT+cocaine | cytoskel mod | LYP inh 2 | Calb biofilm kill | Smad3 inh | IL1B cytotox
Cc1ccc(-c2nc(CS(=O)CC(=O)NCc3ccccc3)c(C)o2)cc1 (stereo unspecified) | 1.1 | -10 | 10 | 0.54 | -16 | 1 | 8 | -8 | -8
CCOC(=O)c1[nH]c(C)c(C(=O)Nc2ccc(C)c(F)c2)c1C | 1.1 | x | x | 0.62 | x | x | 2 | 8 | x
COc1ccccc1-c1noc(-c2cccs2)n1 | 1.3 | 4 | 11 | -1.4 | -10 | -2 | -5 | 2 | -5
CCOC(=O)C(NC(=O)CC)(N1CCc2ccccc2C1)C(F)(F)F (stereo unspecified) | 1.1 | 0 | 1 | -1.7 | 5 | -6 | 6 | -15 | -22
Cn1cccc1Cc1nnc(SCC(=O)N2CCN(c3ccccc3)CC2)n1-c1ccc(F)cc1 | 1.1 | -28 | 28 | -1.3 | -7 | 0 | x | x | x
CC(C(=O)Nc1ccccn1)N1C(=O)C2C3C=CC(C3)C2C1=O (stereo unspecified) | 1.2 | -11 | 13 | 0.47 | -82 | 3 | 8 | 2 | -20
O=c1c2cnn(-c3ccccc3)c2ncn1Cc1cccnc1 | 1.2 | x | x | 0.29 | x | 3 | 6 | -1 | x
O=C(Nc1ccc2c(c1)OCCO2)C1CCCN(c2ncccn2)C1 (stereo unspecified) | 0.5 | 4 | -31 | 0.95 | -2 | -3 | x | x | -46
COc1ccc(NC(=O)c2cc(OC)c(OC)c(OC)c2)cn1 | 1.1 | -13 | -24 | 0.0013 | -2 | 3 | 2 | 2 | -36
Cc1ccc(NC(=O)N(Cc2cccnc2)Cc2ccco2)cc1C | 1 | -16 | 6 | -0.11 | -2 | -6 | 5 | -3 | 3
O=C(N/N=C/c1c(Cl)cccc1Cl)c1cccc(F)c1 | x | -18 | -9 | -0.19 | 21 | -2 | x | x | 0
COc1ccc(NC(=O)C(NC(=O)CNC(C)=O)c2ccc(C)cc2)cc1 (stereo unspecified) | 1.2 | 2 | 17 | -0.49 | 11 | -1 | 10 | 12 | -23
CCC(=O)NC1=C(C#N)C2(CCCC2)Cc2ccccc21 | 1.2 | x | x | -1.7 | x | x | 7 | 8 | x
COC(=O)c1c(C(=O)OC)c2oc3ccccc3n2c1Cl | 1 | -2 | 0 | -0.15 | 1 | 14 | 2 | 0 | 30
Cc1ccc2cc(C(c3nnnn3C3CCCC3)N3CCOCC3)c(=O)[nH]c2c1C (stereo unspecified) | 1 | -18 | 13 | 0.72 | -3 | -2 | 7 | 6 | -5
COc1ccc(OC)c(Nc2ncnc3c2cnn3-c2ccccc2)c1 | 0.9 | 3 | 1 | -0.015 | 0 | 0 | x | -6 | -48
O=C(CSc1ncnc2sc3c(c12)CCCC3)N1CCC(c2noc3ccc(F)cc23)CC1 | 1.1 | -10 | 24 | 0.4 | -12 | 10 | 10 | 5 | -9
Cc1cc2c(cc1C)NC(c1cccnc1)C1=C(CC(C)(C)CC1=O)N2 (stereo unspecified) | 1.1 | 1 | -4 | -0.95 | -4 | 1 | -1 | 4 | -26
Cc1ccc(CSc2nnc(NC(=O)C3COc4ccccc4O3)s2)cc1 (stereo unspecified) | x | 11 | -4 | x | -18 | 7 | x | x | 25
O=C(Nc1nc(-c2ccc(S(=O)(=O)N3CCCC3)cc2)cs1)c1cccs1 | 1.2 | 13 | 21 | 0.094 | -14 | 1 | 1 | 8[fluorescence artefact?] | -13
CCn1nc(C(=O)N2CCc3ccccc3C2)c2ccccc2c1=O | 1 | -4 | 7 | -0.039 | -21 | -14 | 9 | 6[fluorescence artefact?] | 7
CC(C)Cc1nc(N2CCN(C(=O)c3ccco3)CC2)c(C#N)c2c1CCC2 | 1.1 | -25 | -10 | 1.2 | -1 | 7 | 4 | 6 | -14
O=[N+]([O-])c1nn(-c2ccccc2)n(O)c1=NCc1ccc2c(c1)OCO2 | x | 3 | 1 | 0.18 | -4 | 7 | x | x | 0
CC1=NN(C(=O)Cc2ccc([N+](=O)[O-])cc2)C(O)(c2cccnc2)C1 (stereo unspecified) | x | 2 | 6 | 0.43 | 3 | 6 | x | x | -18
COc1cc(NC(=O)CCN2CCN(c3ccccc3F)CC2)cc(OC)c1 | 1.1 | x | x | 0.49 | x | x | 10 | 7[fluorescence artefact?] | x
CCN(C(=O)COC(=O)c1cc(C)n(-c2ccc(F)cc2)c1C)C1CCS(=O)(=O)C1 (stereo unspecified) | 1.1 | 4 | 3 | -0.044 | -11 | 6 | 9 | 5 | -6
CCCc1nc(SCC(=O)N2CCCc3ccccc32)c2c(=O)n(C)c(=O)n(C)c2n1 | 1.2 | -24 | 11 | -0.14 | -3 | -2 | x | x | 21
Cn1c(NCc2cc(Br)ccc2O)nc2ccccc21 | 1.1 | -1 | 10 | -0.18 | -6 | -1 | -1 | -2 | -20
CCN1CCn2c1nc(N1CCOCC1)nc2=O | x | -16 | -3 | -1 | -11 | -9 | 8 | -11 | -19
CNc1ccc(/C=C2\COc3ccccc3C2=O)cc1[N+](=O)[O-] | x | 37 | -2 | -0.45 | -5 | -8 | 2 | 1 | -29
COCCOC(=O)C1=C(C)Nc2ncnn2C1c1ccc(F)cc1 (stereo unspecified) | 1 | -11 | 9 | -0.72 | -5 | -6 | x | x | 16
CC1CCCN(S(=O)(=O)c2ccc(NC(=O)CN3CCN(C)CC3)cc2)C1 (stereo unspecified) | 1.1 | -20 | -12 | 0.28 | -4 | 16 | 6 | 6 | -23
CS(=O)(=O)N(CC(=O)NCc1ccc2c(c1)OCO2)c1ccc(Cl)cc1 | 1 | -18 | -1 | x | -8 | 0 | 2 | -2 | 14
COc1ccccc1NC(=O)N1CCn2c(nc3ccccc32)C1 | 1 | -43 | -2 | -0.79 | 9 | 10 | 9 | -15 | 3
Cc1ccc2c(c1)c1c(n2C)C(=O)CCC1 | 1 | 3 | -20 | -0.35 | -1 | 7 | -4 | -5 | -29
O=C(Nc1ccc2nc3n(c(=O)c2c1)CCCCC3)c1ccccn1 | 1 | x | x | -0.069 | x | x | 7 | 7 | x
Cc1cc(NC(=O)CSc2nnc3c4c(C)c(C)sc4ncn23)no1 | 1 | -8 | -8 | -0.59 | -2 | -39 | 0 | -2 | 7
CN1CCN(c2ccc([N+](=O)[O-])cc2/C=N/NC(=O)c2ccc(F)cc2)CC1 | x | 4 | -10 | x | -7 | -8 | x | x | 12
CCCCNC(=O)c1cccc(C(=O)NCCCC)c1 | 0.9 | -14 | 20 | -1.2 | 11 | -1 | 3 | -4 | -10
CCCCCC(C(=O)O)C(C)CC(=O)NC1CCCCC1 (stereo unspecified) | 1 | -32 | 6 | -0.46 | 24 | -4 | 0 | 6 | -11
CCN=C1SC(CC(=O)Nc2sc3c(c2C#N)CCCC3)C(=O)N1CC (stereo unspecified) | 1.1 | -20 | 3 | 0.0037 | -20 | 8 | -5 | 2 | 18
